Bioassay records: PubChem BioAssay, National Center for Advancing Translational Sciences (NCATS)
Lipid storage S3: qHTS Assay for Lipid Storage Modulators in Drosophila S3 Cells. Drosophila S3 cells, BODIPY lipid droplet fluorescence, 18-24 h; cells fed with added oleic acid. lipid storage change, negative = inhibition, % at the top dose, mostly 46.1 µM; hits show Potency in µM. 320,000 tested, 0.64% active. AID 2685; active = well fitted inhibition curve with a large enough effect in the signal ratio, with a control signal flat, not every such curve was filed as active; inconclusive = small, poorly fitted or top-dose-only effect, or effect the other way, or a change in a side signal; the % refers to the signal ratio
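Drosophila S3 cells got compounds at several concentrations plus oleic acid (400 uM solution). Laser-scanning cytometry with 488 nm excitation read lipid droplets at 500-530 nm and cells at 575-640 nm. Percent activity was relative to 20 uM Triacsin C.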
Lipid storage S3 cell count max: second read-out of Lipid storage S3, no call of its own (marks repeat the call); cell number change, %; measured here: cell count max response;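 cells counted by Cell Tracker Red CMTPX staining in the red channel; peak over a dose series mostly up to 46.1 µM; percent activity relative to internal control wells on each plate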
* marks the source's active call; other numbers are inactive results; i = inactive; ? = inconclusive; nt = no result given. % is set by controls: 0 for no effect and ±100 for the full control effect; potency is the fitted concentration of half-maximal effect. Only part of the results is shown; the hit share may differ from the screen's.

SMILES	Lipid storage S3	Lipid storage S3 cell count max
Cc1ccc(S(=O)(=O)N2CCCCC2CCNC(=O)C(=O)NC2CC2)cc1 (centres undefined)	?	nt
COc1ccc(NC(=O)CN2CCc3ccccc3C2)cc1OC	17%	4
CCn1cc(CN2CCc3c([nH]c4ccccc34)C2c2cccc(OC)c2)c(C)n1 (centres undefined)	-18%	-8
CCOc1ccc(NC(=O)Cn2c(=O)oc3cc(Cl)ccc32)cc1	i	28
O=c1oc2ccccc2c(O)c1/C=C1\C=Nc2ccccc21	-7%	7
COc1cccc(NC(=O)CN(C)C(C)C(=O)Nc2ccc(C#N)cc2)c1 (centres undefined)	4%	-5
COc1cc(OC)c(C#N)c(S(=O)(=O)Cc2ccccc2)c1	?	nt
COCCCNC(=O)C(=O)Nc1cc2c3c(c1)CCC(=O)N3CCC2	-8%	-21
O=C(c1csc(Nc2ccccc2Cl)n1)N1CCCC1	i	nt
COCCCN1C(=O)C(=O)/C(=C(/O)c2ccc(S(=O)(=O)N3CCOCC3)cc2)C1c1ccc(F)cc1 (centres undefined)	?	nt
Cc1ccc(S(=O)(=O)N2CCN(C(=O)CC(C)n3nc(C)c(Cl)c3C)CC2)cc1C (centres undefined)	?	nt
Cc1sc(NC(=S)NC(=O)C(C)(C)C)c(C(N)=O)c1C	14%	-8
Cc1ccc(C(=O)N/C(=C/c2cccs2)C(=O)NCC2CCCO2)cc1 (centres undefined)	?	nt
O=C(Nc1c(-c2ccccc2)nc2sccn12)c1ccccc1	?	nt
COc1ccc(NC(C)=O)cc1NC(C)C(=O)Nc1ccc(F)cc1 (centres undefined)	i	-29
COc1ccc(CC(=O)Nc2cc(Cl)ccc2C(=O)O)cc1	?	nt
CCCCCCn1c(=O)c(C(=O)N/N=C/c2cccc(F)c2)c(O)c2ccccc21	-4%	5
Cc1cccc(NC(=O)C2CCCN2C(=O)Oc2ccccc2)c1C (centres undefined)	9%	-1
O=C(NCc1ccccc1)C1CCN(S(=O)(=O)c2ccc(Cl)cc2)CC1	?	nt
Cc1ccc(CN2CCNC(=O)C2CC(=O)N(C)C2CCCCC2)o1 (centres undefined)	-9%	20
O=C(Cc1cccs1)N1CCN(S(=O)(=O)c2cccc([N+](=O)[O-])c2)CC1	?	nt
CCC(=O)c1ccc(OCC(=O)Nc2cccc(S(=O)(=O)N3CCCCCC3)c2)cc1	?	nt
Nc1nc(SCC(=O)Nc2ccc(Cl)c(S(=O)(=O)N3CCOCC3)c2)n[nH]1	10%	6
Cc1c(Cl)c([N+](=O)[O-])nn1CC(=O)NC(C)C1CC2CCC1C2 (centres undefined)	?	nt
COc1ccc(CCNC(=O)C2CC(c3cccc([N+](=O)[O-])c3)=NO2)cc1 (centres undefined)	13%	-9
COc1ccc(-c2nnc(NC(=O)c3ccc(S(=O)(=O)N4CCc5ccccc5C4)cc3)o2)cc1	7%	-4
Nc1nonc1C(=O)NCCNCc1cc(Br)ccc1OCc1ccccc1F	?	nt
O=C(NC1CC2CCCC(C1)N2C(=O)Nc1ccc(Cl)c(C(F)(F)F)c1)C1CC1 (centres undefined)	-18%	9
CC(SC(=S)N(C)Cc1cccs1)C(=O)O (centres undefined)	?	nt
CN1CCN(c2ccc([N+](=O)[O-])cc2C(=O)c2ccc(Br)cc2)CC1	-7%	-2
O=C(c1ccc(Sc2cccc(Cl)c2)c([N+](=O)[O-])c1)N1CCN(c2ccccn2)CC1	-5%	-1
CCOc1cc(CNc2ccc(O)cc2)ccc1OCc1ccc(Cl)cc1Cl	?	nt
CCCCCCNCc1cccc(Br)c1	1%	0
CNC(=O)/C(C#N)=C/c1cccc(Oc2ccccc2)c1	?	nt
O=C(O)CCCCCNCc1c(Cl)cccc1Cl	43%	8
COc1cc(SC)ccc1C(=O)N(CC(=O)Nc1ccccc1Br)Cc1ccco1	?	nt

Entries of single compounds as entered above.
O=C(NC1CC2CCCC(C1)N2C(=O)Nc1ccc(Cl)c(C(F)(F)F)c1)C1CC1 (centres undefined) reads Lipid storage S3: -18%; Lipid storage S3 cell count max: 9
COc1ccc(-c2nnc(NC(=O)c3ccc(S(=O)(=O)N4CCc5ccccc5C4)cc3)o2)cc1 reads Lipid storage S3: 7%; Lipid storage S3 cell count max: -4

Additional compounds
SMILES	Lipid storage S3	Lipid storage S3 cell count max
Cc1cccc(C(=O)N2CCCC(N3CCN(c4ccccc4F)CC3)C2)n1 (centres undefined)	4%	0
COC(=O)c1c(-c2ccccc2)noc1C	?	nt
CCc1cc(=O)oc2c(C)c(OC(C)C(=O)N3CCC[C@@H]3C(=O)O)ccc12 (some centres undefined)	-7%	15
COc1ccc(Cc2nnc(N/N=C/c3ccc(C)o3)[nH]c2=O)cc1	-4%	-7
CCCNS(=O)(=O)c1ccc2c(c1)n(C)c(=O)n2C	?	nt
S=C(NCc1ccco1)N1CCN(C/C=C/c2ccccc2)CC1	-4%	-4
O=C(COC(=O)c1ccccc1OCC(=O)Nc1ccc(Br)cc1)Nc1ccccc1	?	nt
COc1cc(Cl)c(CN2CCCC(CO)(Cc3cccc(Cl)c3)C2)cc1OC (centres undefined)	?	nt
CN(CC(=O)NC1CCCCC1)S(=O)(=O)c1cccc2nsnc12	14%	19
Nc1nonc1-n1nnc(C(=O)N/N=C/c2cccc(Cl)c2Cl)c1CN1CCCC1	i	17
C=CCNS(=O)(=O)c1sccc1/C=N/O	?	nt
CN(C1CC(C)(C)N(O)C(C)(C)C1)S(=O)(=O)CC12CCC(CC1=O)C2(C)C (centres undefined)	?	nt
CCOC(=O)c1cnc2c(ccc3ccccc32)c1NCCN(C)C	?	nt
COc1ccc(/C=N/NC(=O)CSc2ccccn2)cc1OC	5%	-4
CCC1(CC)NC(=O)N(CC(=O)OCC(=O)Nc2ccc(C(F)(F)F)cc2)C1=O	?	nt
CN1C(=O)c2ccc(NC(=O)C3CCCCC3)cc2C1=O	?	nt
CC(C(=O)Nc1ccc2c(c1)OCCO2)c1ccc([N+](=O)[O-])cc1 (centres undefined)	?	nt
COc1ccc(N2CCN(C(=O)Cn3nnc(-c4ccc(OC)c(OC)c4)n3)CC2)cc1	?	nt
O=c1[nH]c2cc3c(cc2cc1CN(Cc1cccnc1)Cc1nnnn1Cc1ccco1)OCCO3	?	nt
COC(=O)Cc1csc(Nc2ccccc2)n1	?	nt
C[C@H](CCCC/C=C/C(=O)O)O[C@@H]1O[C@@H](C)[C@H](O)C[C@H]1O	?	nt
Cc1[nH]c2ccccc2c1/C=N/NC(=O)CNC(=O)COc1ccccc1	-1%	-18
COc1ccccc1N1CCN(C2CCCN(C(=O)C3=NN(C)C(=O)CC3)C2)CC1 (centres undefined)	?	nt
O=C(c1cnc(-c2ccccc2)s1)c1ccc(Cl)cc1Cl	15%	1
NS(=O)(=O)c1ccc(CCNC(=O)c2ccccc2OCc2ccc(F)cc2)cc1	?	nt
CCCCOC(=O)c1ccc(NC(=O)c2c(OC)cccc2OC)cc1	?	nt
Cc1ccc(C(=O)N/C(=C\c2cccs2)C(=O)NCCc2c[nH]c3ccccc23)cc1	?	nt
Cc1cc(OCC(=O)Nc2ccc3c(c2)OCCO3)cc(C)c1Cl	?	nt
CCCn1c(=O)c(C(=O)Nc2cnccn2)c(O)c2ccccc21	i	-17
C/C=C/COC(=O)c1[nH]c2c(c1C)C(=O)CC(c1ccc(N(C)C)cc1)C2 (centres undefined)	?	nt
COCCNC(=O)C(=O)Nc1cc2c3c(c1)CC(=O)N3CCC2	?	nt
CCCN(CCC)c1ccc(CC(=O)NC(C)Cc2ccccc2)cc1 (centres undefined)	1%	-1
CCOc1cc(-c2nc(-c3ccccc3)c(-c3cc([N+](=O)[O-])ccc3C)[nH]2)ccc1O	?	nt
O=[N+]([O-])c1ccccc1SNc1ccc(Br)cn1	?	nt
CC1CC(c2ccccc2)=Nc2ccccc2N1 (centres undefined)	0.82µM*	14*
O=C(OCc1ccccc1)N1CCCC1/C=C/CN1CCOCC1 (centres undefined)	12%	-16

6 records drawn at random from those above, as already listed:
SMILES	Lipid storage S3	Lipid storage S3 cell count max
O=[N+]([O-])c1ccccc1SNc1ccc(Br)cn1	?	nt
NS(=O)(=O)c1ccc(CCNC(=O)c2ccccc2OCc2ccc(F)cc2)cc1	?	nt
COCCNC(=O)C(=O)Nc1cc2c3c(c1)CC(=O)N3CCC2	?	nt
CCCN(CCC)c1ccc(CC(=O)NC(C)Cc2ccccc2)cc1 (centres undefined)	1%	-1
CCCn1c(=O)c(C(=O)Nc2cnccn2)c(O)c2ccccc21	i	-17
O=C(OCc1ccccc1)N1CCCC1/C=C/CN1CCOCC1 (centres undefined)	12%	-16

Further entries:
SMILES	Lipid storage S3	Lipid storage S3 cell count max
CCOc1ccccc1N(C)C(=O)c1cn(C)c(=O)c2ccccc12	?	nt
NNC(=S)Nc1c(F)cc(F)cc1Br	11%	6
O=C(Nc1ccc(C(F)(F)F)cc1)C1CC(=O)N(c2ccc3c(c2)OCCO3)C1 (centres undefined)	?	nt
Cc1ccn2c(=O)cc(C)nc2c1	-1%	16
O=S(=O)(c1ccccc1)N1C2CCC1CC(O)(c1cccnc1)C2 (centres undefined)	i	-6
Cc1cccc(N=Nc2c(C)c(C#N)c(O)[nH]c2=O)c1	-1%	1
Cc1ccc(CCNC(=O)C2CC(c3ccc(C(F)(F)F)cc3)=NO2)cc1 (centres undefined)	6%	15
O=C(NCCN1CCCC1)c1ccc(CS(=O)(=O)c2c(Cl)cccc2Cl)o1	?	nt
O=c1[nH]cc(S(=O)(=O)N2CCOCC2)c(=O)[nH]1	?	nt
O=C(NCc1ccccc1)c1cccc(S(=O)(=O)N2CCOCC2)c1	21%	nt
O=C(COC(=O)C1CC1)Nc1c(Cl)cccc1C(F)(F)F	?	nt
Cc1c(C(=O)N/N=C/c2ccncc2)no[n+]1[O-]	-9%	7
Cc1cc(C)n2cc(CSc3nnc(-c4ccccc4)o3)nc2n1	?	nt
Cc1ccc(C(=O)NC2CC(C)(C)NC(C)(C)C2)cc1	?	nt
Cc1cccc(S(=O)(=O)NCCc2ccccc2)c1	i	20
CC(=O)Nc1ccc(NC(=O)CSc2ccc3nnc(CCNC(=O)c4ccccc4)n3n2)cc1	-3%	-1
COc1cccc(C(=O)Nc2ccc(S(=O)(=O)Nc3cc(C)nc(C)n3)cc2)c1	-7%	1
CN(C)c1ccc(/C=C/c2cccc[n+]2[O-])cc1	6%	27
O=C(NCC(=O)N1CCC2(CC1)NCCc1[nH]cnc12)c1cccc(Cl)c1	i	2
O=C(Nc1ccc(C(=O)N2CCOCC2)cc1)c1cc(-c2cccnc2)nc2ccc(Br)cc12	?	nt
O=C(CSc1nccc(-c2cccs2)n1)Nc1cccc(Cl)c1	0%	2
CC(=O)c1ccc([N+](=O)[O-])cc1	?	nt
CN(C)c1oc(-c2ccccc2)nc1C#N	14%	-8
Cc1cc(C(=O)CSc2nc(N)cc(N)n2)c(C)n1C1CC1	?	nt
CCCN=C1CC(C)(C)CC(=O)/C1=C(/O)CCC	2%	3
Cc1ccccc1OCC(=O)N/N=C1\CCOc2c(C)cccc21	7%	-10
CC(C)(C)NCc1cccn1-c1sc2c(c1C#N)CCCC2	-1%	-5
O=c1[nH]cnc2scc(C3COc4ccccc4O3)c12 (centres undefined)	?	nt
CSc1ccccc1-n1nnnc1SCC(=O)NCc1cccs1	-5%	-18
COc1cc(C(=O)NNC(=O)c2n[nH]c3ccccc23)cc(OC)c1OC	?	nt
CC(C)=CCCC1=CCC(/C(C)=N/NC(N)=O)CC1 (centres undefined)	?	nt
CCn1c(CC(=O)Nc2ccc(F)cc2)nnc1SCC(=O)Nc1nncs1	i	23
O=C(CCn1c(=O)oc2ccccc21)NCCC1=CCCCC1	?	nt
COc1cccc(NC(=O)CSc2ncnc3c2oc2ccccc23)c1	?	nt
O=C1c2ccccc2-c2ccc(C(=O)N3CCCCC3)cc21	-22%	3
COc1ccc2[nH]c(C(=O)O)c(CCC(=O)O)c2c1	?	nt

Seven consecutive compounds out of the list so far, for reference:
SMILES	Lipid storage S3	Lipid storage S3 cell count max
COc1cc(C(=O)NNC(=O)c2n[nH]c3ccccc23)cc(OC)c1OC	?	nt
CC(C)=CCCC1=CCC(/C(C)=N/NC(N)=O)CC1 (centres undefined)	?	nt
CCn1c(CC(=O)Nc2ccc(F)cc2)nnc1SCC(=O)Nc1nncs1	i	23
O=C(CCn1c(=O)oc2ccccc21)NCCC1=CCCCC1	?	nt
COc1cccc(NC(=O)CSc2ncnc3c2oc2ccccc23)c1	?	nt
O=C1c2ccccc2-c2ccc(C(=O)N3CCCCC3)cc21	-22%	3
COc1ccc2[nH]c(C(=O)O)c(CCC(=O)O)c2c1	?	nt

Remaining list, next part
SMILES	Lipid storage S3	Lipid storage S3 cell count max
CN(CC(=O)Nc1ccc(F)cc1)C(=O)COC(=O)c1ccc(=O)n(Cc2ccccc2)n1	10%	14
COCc1cc(=O)n2c([nH]c3ccccc32)c1C#N	i	-7
CCOC(=O)c1ccccc1OCc1cc(/C=N/NC(=O)c2cccnc2)ccc1OC	i	7
CCC(C)NC(=O)[C@H]1N2C(=O)c3ccccc3C2SC1(C)C (some centres undefined)	-3%	25
CC(=O)NC(Cc1c[nH]c2ccccc12)C(=O)N/N=C/c1ccccc1 (centres undefined)	?	nt
O=C(Nc1ccccc1Cl)Oc1ccc(Cl)cc1Cl	?	nt
Cc1cccc(C)c1NC(=O)Nc1ccc(S(N)(=O)=O)cc1	?	nt
